# Source: PubChem BioAssay
# HCV core dimer = inhibitors of HCV core protein dimerization, primary screen, biochemical, TR-FRET, high-throughput. TR-FRET GST/Flag-core106 dimerization, 1536-well. inhibition, % at 5 µM. actives 0.33% (n = 300,000). AID 1899, 2009;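 active = inhibition above the mean of all tested compounds plus 3 SD, set per screening campaign, cut at about 45% in these data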
#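 assay system = GST-tagged and Flag-tagged HCV core protein residues 1-106 | controls = unlabelled core106 and no-GST-core106 wells | incubation = compound-protein-antibody incubation 4 h at 22.5 °C | probe or stimulus = Eu donor and XL665 acceptor anti-tag antibodies | read-out = % inhibition based on acceptor/donor emission ratio | signal = TR-FRET 671 and 617 nm emission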
# PP1 inh = PP1-alpha phosphatase inhibitors, primary screen, counter-screen for PP5 inhibitor project, biochemical, fluorescence, OMFP substrate, single point | inhibition, % at 6.7 µM | purified PP1alpha | Serine/threonine-protein phosphatase PP1-alpha catalytic subunit (Homo sapiens), P62136 | actives 0.9% (n = 320,000);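 active = inhibition above the mean inhibition of all tested compounds plus 3 SD, computed separately for each screening campaign, cut at about 15% in these data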
# Target sequence (P62136 whole entry, looked up): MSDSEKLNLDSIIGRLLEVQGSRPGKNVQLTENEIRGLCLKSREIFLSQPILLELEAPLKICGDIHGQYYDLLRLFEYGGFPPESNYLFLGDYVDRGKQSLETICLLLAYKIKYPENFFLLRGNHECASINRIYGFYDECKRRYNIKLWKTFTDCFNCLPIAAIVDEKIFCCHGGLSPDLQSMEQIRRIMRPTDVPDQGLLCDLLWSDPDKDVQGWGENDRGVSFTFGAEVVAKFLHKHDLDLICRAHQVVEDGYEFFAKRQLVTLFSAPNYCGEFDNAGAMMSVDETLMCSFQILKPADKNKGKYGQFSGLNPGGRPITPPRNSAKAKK
# TPT1 inh = Candida albicans TPT1 enzyme inhibitors, primary screen, biochemical, fluorescence polarization; inhibition, % at 5 µM; recombinant caTPT1, FP RNA substrate dephosphorylation; actives 0.81% (n = 300,000);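 active = inhibition above the mean of all tested compounds plus 3 SD, set per screening campaign, cut at about 24% in these data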;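 note: plate controls were DMSO alone for no effect and ferristatin control at 100 nM for full effect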
# CTSL1 counter = Fasciola hepatica cathepsin L1 inhibitors, primary screen, counter-screen for PFM18AAP inhibitor project, biochemical, QFRET, fluorogenic peptide substrate | actives 0.49% (n = 300,000) | inhibition, % at 5.96 µM | AID 1906, 2009 | recombinant F. hepatica cathepsin L1, Z-Leu-Arg-MCA fluorescence;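 active = inhibition above the mean of all tested compounds plus 3 SD, set per screening campaign, cut at about 17% in these data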;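 note: 0% = plate median of test compound wells and 100% = 1 µM Z-Phe-Ala-diazomethylketone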
# AHR activator = AHR activators, primary screen, cell-based, luminescence, luciferase reporter, human; activation, % at 5 µM; AHR-responsive luciferase reporter cells; Aryl hydrocarbon receptor (Homo sapiens), P35869; actives 2.5% (n = 320,000); in the data active = activation above about 47%;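 note: 0% = vehicle wells and 100% = reference agonist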
# PP5 inh = PP5 phosphatase inhibitors, primary screen, biochemical, fluorescence. Serine/threonine-protein phosphatase 5 (Homo sapiens), P53041. purified PP5c, OMFP substrate fluorescence. inhibition, % at 6.7 µM. actives 0.18% (n = 320,000). AID 1987, 2009;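 active = inhibition above the campaign's mean inhibition across all tested compounds plus 3 SD, cut at about 9.5% in these data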;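 note: 0% = DMSO only and 100% = 100 µM cantharidin control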
# Target sequence (P53041 whole entry, looked up): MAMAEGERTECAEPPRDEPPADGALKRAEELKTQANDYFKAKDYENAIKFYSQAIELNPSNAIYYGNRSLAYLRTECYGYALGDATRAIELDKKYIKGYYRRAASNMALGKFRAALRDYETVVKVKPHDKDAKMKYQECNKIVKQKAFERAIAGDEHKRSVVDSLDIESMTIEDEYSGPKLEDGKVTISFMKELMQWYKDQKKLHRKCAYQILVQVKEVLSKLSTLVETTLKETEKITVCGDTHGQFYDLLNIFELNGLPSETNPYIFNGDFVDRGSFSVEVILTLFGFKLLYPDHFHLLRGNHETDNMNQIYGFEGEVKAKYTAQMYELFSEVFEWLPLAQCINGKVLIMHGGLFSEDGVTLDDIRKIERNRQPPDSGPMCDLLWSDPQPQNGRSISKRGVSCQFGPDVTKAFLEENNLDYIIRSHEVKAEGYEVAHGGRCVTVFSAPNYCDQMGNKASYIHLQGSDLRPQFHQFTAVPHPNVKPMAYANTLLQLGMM
# procasp7 counter = procaspase-7 activators, primary screen, counter-screen for procaspase-3 activator project, biochemical, absorbance, HTS, human. recombinant procaspase-7, Ac-DEVD-pNA absorbance 405 nm; D23A/D198A/D206A triple mutant, cannot self-cleave; scale: DMSO 0, 5 µM enzyme 100. Caspase-7 (Homo sapiens), P55210. AID 463210, 2010. activation, % at 8.5 µM. actives 0.093% (n = 330,000);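 active = percent activation above the screen-wide mean plus 3 SD, cut at about 25% in these data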
#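 Material: Procaspase-7 triple mutant (PC-7 D3A) | Quantity: 2 µM procaspase-7 mutant as dispensed | Reagent: DEVD-pNA substrate | Times: 1 h preincubation, 2 h reaction | Technique: 405 nm absorbance of p-nitroaniline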
# proCasp3 act = activators of human procaspase-3 D3A mutant, primary screen, biochemical, absorbance, PC-3 D3A mutant, single concentration; recombinant procaspase-3 D3A, Ac-DEVD-pNA absorbance 405 nm; activation, % at 8.5 µM; actives 0.11% (n = 330,000); AID 463141, 2010; Caspase-3 (Homo sapiens), P42574;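 active = activation above the mean of all tested compounds plus 3 SD, cut at about 21% in these data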;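 note: 0% = DMSO alone and 100% = DMSO wells spiked with extra 5 µM PC-3 D3A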
# Target sequence (P42574 whole entry D9A/D28A/D175A): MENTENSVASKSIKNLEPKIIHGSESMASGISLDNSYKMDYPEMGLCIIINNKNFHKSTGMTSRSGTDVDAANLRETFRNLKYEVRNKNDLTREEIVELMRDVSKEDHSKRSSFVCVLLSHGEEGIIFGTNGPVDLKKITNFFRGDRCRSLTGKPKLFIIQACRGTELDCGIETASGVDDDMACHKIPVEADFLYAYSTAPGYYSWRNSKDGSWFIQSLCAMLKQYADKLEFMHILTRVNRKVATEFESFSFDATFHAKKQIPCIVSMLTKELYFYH
#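 Assay system: Procaspase-3 D3A mutant, all three cleavage aspartates alanine. Buffer or medium: Zinc-free HEPES saline buffer with Triton X-100. Times: 1 h compound preincubation, 2 h substrate hydrolysis at 25 °C. Measured by: 405 nm absorbance of p-nitroaniline, reads at 0 and 120 min. Read-out basis: percent activation relative to control range. Replicates: singlicate.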
# PAFAH2 FP inh = PAFAH2 enzyme inhibitors, primary screen, biochemical, fluorescence polarization, human. recombinant PAFAH2, FP-rhodamine activity probe. inhibition, % at 3.39 µM. Platelet-activating factor acetylhydrolase 2, cytoplasmic (Homo sapiens), Q99487. AID 492956, 2010. actives 0.99% (n = 340,000);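 active = inhibition above the mean over all tested compounds plus 3 SD, cut at about 30% in these data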;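 note: inhibitors block probe labeling of enzyme so polarization drops; 0% = enzyme with DMSO and 100% = wells lacking PAFAH2 protein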
# Starred values were filed as active, the others as inactive; nt = not tested or not shown.
SMILES,HCV core dimer,PP1 inh,TPT1 inh,CTSL1 counter,AHR activator,PP5 inh,procasp7 counter,proCasp3 act,PAFAH2 FP inh
COc1ccccc1NC(=O)c1coc(=O)c(Br)c1,-4,0,0,1,2,0.6,-1,2,nt
S=c1nc(C23CC4CC(CC(C4)C2)C3)nc2sccn12,-2,-4,0,-5,1,0.1,7,-3,nt
CCN(CC)c1nc2c(c(=O)n(C)c(=O)n2C)n1CCCc1ccccc1,-2,-2,1,-5,0,1.9,19,0,4
COc1cccc(CNC(=O)CN(c2ccc(C(C)C)cc2)S(=O)(=O)c2c(C)noc2C)c1,-5,1,2,6,5,2.7,2,-3,-4
Cc1c(NC(=O)CSc2ccc(Cl)cc2)cccc1-c1nc2cc(Cl)ccc2o1,-22,-1,0,-1,97*,1.1,5,12,-10
CC(=O)N1c2ccc(S(=O)(=O)N3CCCC3)cc2CC1C(=O)NC(C)C (stereo not drawn),-4,1,-5,2,2,0.4,-3,1,2
CCOC(=O)C(NC(=O)N(C)C)(Nc1sc(C)c(CC)c1C#N)C(F)(F)F (stereo not drawn),-3,1,-1,-5,1,-2.5,-9,-5,4
COCCCn1c(=S)[nH]c2sc3c(c2c1=O)CCCC3,-9,1,-1,4,17,-0.3,-2,-8,0
C=C(C)c1cccc(C(C)(C)NC(=O)N2CCN(c3ccccc3)CC2)c1,4,1,1,0,-3,0.8,5,-9,4
CCOC(=O)c1c(S(=O)(=O)NCC(=O)Nc2cc(C)ccc2OC)c(C)n(C)c1C,2,13,-5,-7,4,-1.5,6,5,-1

# 5 of the compounds above, with values under each structure.
# Below each compound: HCV core dimer | PP1 inh | TPT1 inh | CTSL1 counter | AHR activator | PP5 inh | procasp7 counter | proCasp3 act | PAFAH2 FP inh
- CCN(CC)c1nc2c(c(=O)n(C)c(=O)n2C)n1CCCc1ccccc1
  -2 | -2 | 1 | -5 | 0 | 1.9 | 19 | 0 | 4
- CCOC(=O)c1c(S(=O)(=O)NCC(=O)Nc2cc(C)ccc2OC)c(C)n(C)c1C
  2 | 13 | -5 | -7 | 4 | -1.5 | 6 | 5 | -1
- COc1ccccc1NC(=O)c1coc(=O)c(Br)c1
  -4 | 0 | 0 | 1 | 2 | 0.6 | -1 | 2 | nt
- C=C(C)c1cccc(C(C)(C)NC(=O)N2CCN(c3ccccc3)CC2)c1
  4 | 1 | 1 | 0 | -3 | 0.8 | 5 | -9 | 4
- COc1cccc(CNC(=O)CN(c2ccc(C(C)C)cc2)S(=O)(=O)c2c(C)noc2C)c1
  -5 | 1 | 2 | 6 | 5 | 2.7 | 2 | -3 | -4

# The results go on:
SMILES,HCV core dimer,PP1 inh,TPT1 inh,CTSL1 counter,AHR activator,PP5 inh,procasp7 counter,proCasp3 act,PAFAH2 FP inh
COC(=O)c1cc(COC(=O)c2nc3nccc(C)n3n2)oc1C,3,-1,-4,0,-1,-0.9,-5,0,11
COc1ccc(N(CC(=O)Nc2ccc(F)c(Cl)c2)S(=O)(=O)c2c(C)noc2C)cc1,-8,2,-2,2,6,5.1,4,4,-1
CCOc1cc(CNc2ccc(N3CCN(C(C)=O)CC3)cc2)cc(Br)c1OC,-16,6,-1,-4,0,2.2,-14,1,0
CC(CCc1ccccc1)NC(=O)CNC(=O)N1CC(=O)Nc2ccccc21 (stereo not drawn),-2,-4,0,-1,0,-0.8,4,0,-3
CCN(CC(=O)NCc1ccc(Cl)cc1)C(=O)C1CCN(S(=O)(=O)c2ccc(OC)c(OC)c2)CC1,1,-3,4,-2,4,-0.8,13,7,0
Cc1csc(/C(=N\O)c2csc(C)n2)n1,1,-3,-1,-1,4,0.3,8,-1,12
Cc1cc(C)cc(NC(N)=S)c1,-4,-6,2,-3,-1,2.8,-2,-6,9
Nc1nc2c(-c3ccc(Br)cc3)nnn2c2ccccc12,5,1,-3,3,54*,-0.1,3,0,0
CC(C)CC1NC(=O)N(CC(=O)Nc2cccc(Br)c2)C1=O (stereo not drawn),nt,-2,nt,nt,3,4.1,3,5,-11
Cc1ccc(C(=O)NNC(=O)c2ccncc2)cc1S(=O)(=O)N1CCCCC1,3,-4,0,-6,4,-3.1,2,-3,-8
NC(=O)c1ccc(N2CCOCC2)nc1,-16,-12,1,-3,4,1.4,-4,4,-7
CC(O)C(NS(=O)(=O)c1ccc(Cl)cc1)C(=O)OCC(=O)c1c[nH]c2ccccc12 (stereo not drawn),2,0,-3,-7,11,3.0,3,-3,0
COc1cccc(-c2csc3nnc(SCC(=O)NCc4cccs4)n23)c1,7,1,-2,-1,5,-1.0,-4,-1,3
O=C(O)/C=C/c1ccc(S(=O)(=O)Nc2ccc3[nH]c(=O)[nH]c3c2)cc1,-28,-1,0,13,6,0.4,-15,-1,5
COc1ccc(OC)c(NC(=O)c2ccc(CSc3nnc(C)s3)cc2)c1,0,-2,-7,-1,-5,-0.4,1,-3,-3
Cc1ccc(S(=O)(=O)N2CCCCC2CCNC(=O)C(=O)NCCc2ccco2)cc1 (stereo not drawn),7,-9,-2,0,3,-0.8,0,-2,1
COc1cccc(NC(=O)CN(C)S(=O)(=O)c2ccc3c(c2)CCC(=O)N3)c1,2,-5,2,1,3,0.2,5,-4,5
CN(Cc1nccs1)C(=O)C1CCC(=O)N(Cc2ccccc2F)C1 (stereo not drawn),6,-3,-2,0,0,-1.1,8,-9,-2
O=C(CCCOc1ccccc1)NC1CCCc2ccccc21 (stereo not drawn),-4,1,4,-2,-1,0.8,14,-3,-6
CNC(=S)N1CCC(c2nc3ccccc3s2)CC1,0,-5,2,0,-2,-0.7,5,3,-5
O=C(/C=C/c1ccc(Cl)cc1)Nn1c(-c2cccs2)nc2ccccc2c1=O,8,2,-6,2,2,4.5,0,-8,-6
Cc1ccc(S(=O)(=O)N2CCC(C(=O)N3CCc4ccccc43)CC2)cc1,17,3,-2,0,12,0.8,7,5,0
COc1ccc(CNc2ccc3c(c2)nc(C)n3C)cc1OC,-6,-2,0,-14,7,-0.4,4,6,4
COc1ccc(C2C3C(=O)N(N(C)c4ncc(C(F)(F)F)cc4Cl)C(=O)C3ON2C)cc1 (stereo not drawn),1,-1,-3,-1,2,1.8,2,-2,2
Cc1nc(CCN2C(=O)c3ccccc3C2=O)cs1,6,0,0,-5,6,-0.5,6,-1,-3
CCSc1nsc(SCC)c1C(N)=O,-1,-5,1,1,1,0.2,4,2,-2
CCC(C)(C)NC(=O)c1cc(C(=O)OC)cc([N+](=O)[O-])c1,-1,-2,-5,-4,-1,1.1,8,-11,-1
Cc1ccc(C2(c3noc(CN(C)Cc4cccnc4)n3)CCCC2)cc1,3,3,-3,-3,20,-0.7,-1,0,3
CC(C)CN(CCCNC(=O)CN1C(=O)COc2ccc(S(=O)(=O)N3CCOCC3)cc21)CC(C)C,1,-3,2,-4,-2,0.1,6,6,4
Cc1ccc(S(=O)(=O)N(CCC(=O)NCc2ccccc2F)c2ccccc2)cc1,nt,4,nt,nt,2,0.3,0,8,7
CCC(O)(C#CCN1CCCCC1)CC,-6,-2,-2,-1,-1,3.1,2,-7,1
O=C(Nc1ccc(Cl)c(Cl)c1)Nc1ccc([N+](=O)[O-])cn1,5,-3,-2,1,91*,-7.5,-9,-12,-11
CCCCCCSc1ccc([C@@H]2[C@H]3C(=O)N(C)C(=O)[C@H]3[C@]3(C(=O)OC)CCCCN23)cc1,-4,-2,7,4,4,1.2,-8,-1,-2
Cc1ccc(S(=O)(=O)N(C)c2ccc(C(=O)N3CCOCC3)cc2)cc1,-1,-1,-3,0,1,-1.2,2,-5,-13
N#Cc1ccc2c(c1)NC(=O)C1CCCN21 (stereo not drawn),0,4,2,0,0,-1.7,-5,1,0
CC12CCC(=O)N1C(C(=O)NNC(=O)c1ccccc1Cl)CS2 (stereo not drawn),nt,-6,nt,nt,-2,-4.3,4,5,3
CCOc1ccccc1NC(=O)CSc1nnc(CNC(=O)c2ccco2)o1,0,-3,-2,3,1,-0.8,-6,1,3
Cc1ccc(NC(=O)c2ccc3c(c2)OCO3)cc1S(=O)(=O)N1CCOCC1,nt,1,nt,nt,35,0.9,3,2,2
c1ccc(C2=Nc3cccnc3C(c3ccccc3)=NN2)cc1,0,1,-1,1,7,0.7,3,3,6
Cc1c(C(=O)OCC(=O)c2ccc3c(c2)OCCO3)oc2ccccc12,-34,2,-1,5,-1,0.2,5,11,-5
COc1ccc(OC)c(-c2csc(NC(=O)Cc3ccccc3)n2)c1,10,1,-5,3,-6,3.6,-3,-4,-15
Cc1noc(C)c1COc1ccccc1C(=O)NNC(=O)c1ccccc1F,nt,1,nt,nt,92*,2.1,7,4,-6
CCN(CC(=O)Nc1ccc(NC(C)=O)cc1)C(=O)C(c1ccccc1)c1ccccc1,3,-2,-4,-1,-1,3.8,8,4,0
O=C(N/N=C/c1ccc2nccnc2c1)c1ccncc1,-7,-8,1,5,3,0.2,1,-12,-4
Nc1cc(N)cc(C(=O)OCC(=O)Nc2cc(S(=O)(=O)N3CCCCC3)ccc2Cl)c1,11,5,7,-2,4,-0.2,-3,3,31*
CCOC(=O)C1(CC2CCCCO2)CCN(Cc2nc3ccccc3[nH]2)CC1 (stereo not drawn),-8,0,-2,2,6,-0.5,11,5,-4
CN1C(=O)[C@@H]2[C@H](C1=O)[C@@H]1C(=O)Nc3ccccc3C(=O)N1[C@@H]2c1cccc(Br)c1,4,1,-5,-4,29,2.1,2,-2,0
CCC(C)N(C(=O)Cn1nnc2ccccc21)C(C(=O)Nc1ccc(F)cc1)c1cccc(OC)c1 (stereo not drawn),6,-5,3,-1,0,-1.1,8,-4,-4
O=C(NCc1ccc(F)cc1)C(Cc1ccccc1)NS(=O)(=O)c1cccs1 (stereo not drawn),-4,-9,5,6,2,-6.6,-7,-5,0
Cc1ccccc1-c1nnc(SCC(=O)NCc2ccc3c(c2)OCO3)n1C,5,-5,0,3,0,1.1,-2,7,-5

# The results go on:
SMILES,HCV core dimer,PP1 inh,TPT1 inh,CTSL1 counter,AHR activator,PP5 inh,procasp7 counter,proCasp3 act,PAFAH2 FP inh
CC(OC(=O)Cc1coc2ccc3ccccc3c12)C(=O)Nc1ncc(Cl)cc1Cl (stereo not drawn),41,2,6,-7,17,2.7,-14,0,6
O=C(N/N=C/c1ccoc1)c1cc(Br)ccc1O,-4,-1,-2,4,6,0.1,1,2,12
Cc1nc2ccc(NC(=O)c3oc4ccc(F)cc4c3C)cc2s1,nt,7,nt,nt,86*,0.1,-5,-1,-6
CC(CCc1ccccc1)NC(=O)c1cncc(Br)c1 (stereo not drawn),-4,-2,-5,-2,1,0.4,10,0,8
